APE1 inh – inhibitors of human APE1 endonuclease. P27695. recombinant APE1, TAMRA/BHQ-2 abasic DNA cleavage fluorescence. Potency, µM (top dose mostly 65.8 µM), without a hit: at the top dose activity change, negative = inhibition, actives largely listed as inhibitors. 0.35% of 350,000 active;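 also: potency is read from the fitted curve at half-maximal effect; plate controls were vehicle for no effect and reference inhibitor for full effect; nearly all actives have a fitted effect of over 55% in size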
Target sequence (P27695 whole entry, looked up): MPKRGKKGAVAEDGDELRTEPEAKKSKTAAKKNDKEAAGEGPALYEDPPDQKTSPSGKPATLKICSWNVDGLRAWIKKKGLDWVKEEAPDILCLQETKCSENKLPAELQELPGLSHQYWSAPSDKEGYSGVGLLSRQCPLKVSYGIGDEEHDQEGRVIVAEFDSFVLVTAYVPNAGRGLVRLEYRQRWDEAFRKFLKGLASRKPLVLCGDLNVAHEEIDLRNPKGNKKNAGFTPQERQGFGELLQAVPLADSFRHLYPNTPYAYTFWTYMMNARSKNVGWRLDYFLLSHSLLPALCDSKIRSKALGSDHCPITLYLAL
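Kinetic fluorescence read (525 ex/598 em nm, three reads 60 s apart) of AP-site incision; signal = third minus first read. Enzyme 0.75 nM, dual-labelled THF duplex 50 nM, compound preincubation 15 min RT.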
LDHA block – inhibitors of human lactate dehydrogenase A; AID 1347041; 0.15% of 480,000 active; purified LDHA, NADH/diaphorase-resazurin fluorescence; stronger effect = lower value; activity change, % (values are at about 110 or 230 µM); P00338; in the data active = activity change below about -30%; inconclusive = mostly about -25% to -30%;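 also: plate controls were DMSO wells for no effect and wells without enzyme for full effect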
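Human LDH5 (2 nM) was incubated with 0.06 mM NADH and 0.2 mM pyruvate for 5 min at room temperature in Tris pH 7.4. Remaining NADH was coupled through diaphorase/resazurin, and resorufin fluorescence was read at 0 and 20 min.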
Pol kappa inh – inhibitors of human DNA polymerase kappa; Q9UBT6; purified Pol kappa, fluorescent DNA synthesis assay, 10 min; Potency, µM (highest dose often 107 µM), without a hit: at the top dose activity, negative = inhibition, actives largely listed as inhibitors; 0.53% of 400,000 active; also: potency is read from the fitted curve at half-maximal effect; % is scaled to controls: 0 for no effect and ±100 for the full control effect
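Kinetic fluorescence screen: compound preincubated 15 min RT with 10 nM enzyme; 50 nM substrate (final) initiates; reads at 0/10 min.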
POLI inh – inhibitors of human DNA polymerase iota | Pol iota fluorescent replication assay, 10 min | Potency, µM (series often up to 115 µM), for the others: at the highest dose activity, negative = inhibition, usual class: inhibitors | 1% of 390,000 active | AID 588590 | Q9UNA4; also: potency is read from the fitted curve at half-maximal effect
Target sequence (Q9UNA4 whole entry, looked up): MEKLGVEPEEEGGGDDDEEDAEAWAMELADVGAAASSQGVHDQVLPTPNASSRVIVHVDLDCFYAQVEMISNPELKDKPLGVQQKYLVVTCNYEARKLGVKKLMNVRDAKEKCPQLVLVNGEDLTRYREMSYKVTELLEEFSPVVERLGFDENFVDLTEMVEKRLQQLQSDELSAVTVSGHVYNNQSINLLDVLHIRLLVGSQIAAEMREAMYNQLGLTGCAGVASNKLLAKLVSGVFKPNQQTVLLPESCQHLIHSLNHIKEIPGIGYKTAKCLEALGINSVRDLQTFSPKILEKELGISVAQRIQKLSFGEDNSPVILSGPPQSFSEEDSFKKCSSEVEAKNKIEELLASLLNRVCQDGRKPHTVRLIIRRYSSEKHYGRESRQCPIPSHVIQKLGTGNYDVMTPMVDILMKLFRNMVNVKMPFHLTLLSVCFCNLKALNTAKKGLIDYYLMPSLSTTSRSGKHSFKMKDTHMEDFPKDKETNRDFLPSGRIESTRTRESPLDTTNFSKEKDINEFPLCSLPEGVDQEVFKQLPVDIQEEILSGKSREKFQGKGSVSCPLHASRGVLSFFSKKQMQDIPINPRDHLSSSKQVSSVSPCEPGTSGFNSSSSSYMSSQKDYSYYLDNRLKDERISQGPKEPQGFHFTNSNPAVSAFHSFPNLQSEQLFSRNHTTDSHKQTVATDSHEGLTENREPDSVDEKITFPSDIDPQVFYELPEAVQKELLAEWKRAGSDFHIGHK
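Fluorescent replication assay read twice, at 0 min and 10 min after adding 50 nM (final) substrate. Enzyme (10 nM) and compounds were first incubated 15 min at room temperature; enzyme-free buffer wells were negative controls.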
GRP78 ERSR act – ER stress response induction in glioma | U87-MG GRP78 promoter luciferase reporter, 16 h | Potency, µM, for the others: at the highest dose activation, usual class: activators | 0.02% of 420,000 active | AID 602332; also: potency is read from the fitted curve at half-maximal effect; series mostly up to about 76 µM; % of control where 0% means no effect; nearly all actives have a fitted effect of over 35% in size
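Stably transfected U87-MG human glioma cells carrying a GRP78-based luminescent sensor were seeded at 1000 cells/well, pin-dosed with compounds and incubated 16 h. Luciferase reagent was then added, and end-point luminescence was read after 10 min at room temperature.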
Numbers without * were called inactive; ? = inconclusive; . = not tested or not shown; & = joins results of further samples; [ ] = dose if it differs, or a comment. Unless noted, calls follow the shape of the dose curve; as a rule, active = well fitted curve in the direction sought with a large enough effect; inconclusive = small, poorly fitted or top-dose-only effect, or another doubt; inactive = no such curve, though single readings can be large; an effect the other way counts as inactive or inconclusive. A portion of the library; the hit share may differ from the screen's.

nr	smiles	POLI inh	GRP78 ERSR act	APE1 inh
1	COc1ccccc1-n1nnnc1SCc1nc2ccccc2[nH]1	.	.	.
2	Cc1c(C(=O)NCCc2nnc3n2CCCCC3)sc2ccccc12	.	.	.
3	COc1ccc(C2Nc3ccccc3C(=O)N2Cc2cccc3ccccc23)cc1COc1ccc(NC(C)=O)cc1 (configuration not stated)	.	.	.
4	CSc1ccc(/C=C(/C#N)C(=O)NC(C)C)cc1	.	.	.
5	O=C(CC(CC(=O)c1ccccc1)c1cccs1)c1ccccc1	.	.	.
6	CO[C@@H]1CN(C)C(=O)c2ccc(NC(=O)C3CCCC3)cc2OC[C@@H](C)N(Cc2ccc(F)cc2)C[C@H]1C	.	.	.
7	Cc1cc(=O)c(C(=O)OCCOc2ccccc2)nn1-c1cccc(C(F)(F)F)c1	.	.	.
8	O=C(Cc1coc2cc3c(cc12)CCC3)OCc1cccc([N+](=O)[O-])c1	.	.	.
9	COC(=O)c1cc(-c2ccccn2)nc2ccccc12	.	.	.
10	CCCCOc1ccc(C#N)cc1OC	.	.	.
11	C[C@H](NC(=O)C[C@@H]1C=C[C@@H](NC(=O)CN2CCOCC2)[C@@H](CO)O1)c1ccccc1	.	.	.
12	Cc1cccc2c(=O)c(-c3ccccc3)c(N)oc12	.	.	.
13	COc1cc(C(=O)N2CCCCC2)ccc1OCc1c(C)noc1C	.	.	.
14	CCCC(C)C(=O)NCc1ccccn1 (configuration not stated)	.	.	.
15	Cn1c(NCCc2ccccc2)nc2c1c(=O)n(Cc1ccc(Cl)c(Cl)c1)c(=O)n2C	.	.	.

nr	LDHA block	Pol kappa inh
1	8	.
2	6	.
3	11	.
4	8	.
5	1	.
6	-3	.
7	6	.
8	4	.
9	0	.
10	2	.
11	-5	.
12	9	.
13	4	.
14	0	.
15	-9	.

Additional records:
nr	smiles	POLI inh	GRP78 ERSR act	APE1 inh
16	Cc1ccccc1S(=O)(=O)Nc1ccccc1SCc1cc(=O)n2cc(Cl)ccc2n1	.	.	.
17	CSc1nc(Nc2ccccc2F)c(C#N)c(-c2ccccc2)n1	.	.	.
18	CC(Cc1cccs1)N(Cc1ccc(Cl)cc1)C(=O)CC1CCCC1 (configuration not stated)	.	.	.
19	CSCCOc1ccc(-c2ccccc2)cc1	.	.	.
20	O=C(NCCNC(=O)c1cc2ccccc2[nH]1)C(=O)N1CCN(Cc2ccccc2)CC1	.	.	.
21	CCn1c(SCc2coc(-c3cccs3)n2)nnc1-c1ccccc1	.	.	.
22	Cc1ccc(-c2ccc(=O)n(Cc3noc(C(=O)NCc4ccco4)n3)n2)cc1	.	.	.
23	COc1ccc(S(=O)(=O)N2CCN(S(=O)(=O)c3ccc(OC)cc3)CC2)cc1	.	.	-6%
24	Cc1ccnc2c(O)cccc12	?	-3%	.
25	Cc1cnnc2ccccc12	-11%	-3%	.
26	Cc1cc(C)c2c(n1)NCCC2	-13%	-2%	.
27	Cc1csc[n+]1CCC1CCCCC1	42%[activator]	-5%	.
28	COc1ccc(CN2CC[C@H]3C=CC[C@@H](C(=O)N4CCN(c5ccccc5)CC4)[C@H]3C2=O)cc1OC	11%	-3%	.
29	O=C(C[n+]1cccc2cccc(O)c21)c1ccc(F)cc1	39%[activator]	-4%	.
30	CCCCCCCCN1[C@@H](CC(=O)OC)c2ccc(/C=C/C(=O)OC)cc2S1(=O)=O	?	-4%	.

nr	LDHA block	Pol kappa inh
16	0	.
17	-3	.
18	7	.
19	1	.
20	4	.
21	-7	.
22	1	.
23	-9	.
24	.	-26%
25	.	-17%
26	.	7%
27	.	-14%
28	.	14%
29	.	1%
30	.	-39%

Additional results.
nr	smiles	POLI inh	GRP78 ERSR act	APE1 inh
31	O=C(C[n+]1cccc2ccccc21)c1ccc(F)cc1	7%	-2%	.
32	O=c1[nH]/c(=C/c2ccc3c(c2)OCO3)c(=O)[nH]/c1=C/c1ccc2c(c1)OCO2	45%[activator]	-2%	.
33	CC(C)C[C@@H](CN=[N+]=[N-])N1CCN(CCc2ccccc2)CCC1=O	29%	-3%	.
34	CC1=C(C(=O)OCc2ccc3nsnc3c2)N2C(=O)[C@@H](NC(=O)OCc3ccc4nsnc4c3)[C@H]2SC1	?	-1%	.
35	Oc1cccc2c(CC(O)c3c[nH]c4ccccc34)ccnc12 (configuration not stated)	25%	2%	.
36	O=C(Nc1nccs1)[C@@H]1CC=C[C@@H]2CCN(C3CC3)C(=O)[C@@H]21	4%	-2%	.
37	Nc1nc(N)c(N=O)c(N)n1	?	-4%	.
38	COc1cc(OC)c(/C=C/c2ccccn2)c(OC)c1	30%	-4%	.
39	O=C(Nc1nccs1)[C@@H]1CC=C[C@@H]2CCN(C3CCCCC3)C(=O)[C@@H]21	5%	-3%	.
40	Clc1ccc2nccnc2c1	16%	-6%	.
41	CN(C)c1ccc2ccc3cccc4ccc1c2c34	?	0%	.
42	CN(C)c1ccc(/C=c2\[nH]c(=O)/c(=C\c3ccc(N(C)C)cc3)[nH]c2=O)cc1	?	-6%	.
43	O=c1c2ccccc2oc2ccc(-c3ccoc3)cc12	14µM*	0%	.
44	C[N+]1(CC(=O)c2ccc(F)cc2)CCc2ccccc2C1 (configuration not stated)	8%	-2%	.
45	CCCCN1CC[C@H]2C=CC[C@@H](C(=O)NCc3cccnc3)[C@H]2C1=O	18%	-2%	.

nr	LDHA block	Pol kappa inh
31	.	-13%
32	.	15%
33	.	-12%
34	.	-39%
35	.	-21%
36	.	-6%
37	.	-15%
38	.	-4%
39	.	13%
40	.	13%
41	.	-30%
42	.	-14%
43	.	?
44	.	-6%
45	.	-9%

An excerpt of these results, with two lines to a compound.
Value order – POLI inh, GRP78 ERSR act, APE1 inh, LDHA block, Pol kappa inh
(13) COc1cc(C(=O)N2CCCCC2)ccc1OCc1c(C)noc1C
  ., ., ., 4, .
(14) CCCC(C)C(=O)NCc1ccccn1 (configuration not stated)
  ., ., ., 0, .
(15) Cn1c(NCCc2ccccc2)nc2c1c(=O)n(Cc1ccc(Cl)c(Cl)c1)c(=O)n2C
  ., ., ., -9, .
(16) Cc1ccccc1S(=O)(=O)Nc1ccccc1SCc1cc(=O)n2cc(Cl)ccc2n1
  ., ., ., 0, .
(17) CSc1nc(Nc2ccccc2F)c(C#N)c(-c2ccccc2)n1
  ., ., ., -3, .
(18) CC(Cc1cccs1)N(Cc1ccc(Cl)cc1)C(=O)CC1CCCC1 (configuration not stated)
  ., ., ., 7, .
(19) CSCCOc1ccc(-c2ccccc2)cc1
  ., ., ., 1, .
(20) O=C(NCCNC(=O)c1cc2ccccc2[nH]1)C(=O)N1CCN(Cc2ccccc2)CC1
  ., ., ., 4, .
(21) CCn1c(SCc2coc(-c3cccs3)n2)nnc1-c1ccccc1
  ., ., ., -7, .
(22) Cc1ccc(-c2ccc(=O)n(Cc3noc(C(=O)NCc4ccco4)n3)n2)cc1
  ., ., ., 1, .
(23) COc1ccc(S(=O)(=O)N2CCN(S(=O)(=O)c3ccc(OC)cc3)CC2)cc1
  ., ., -6%, -9, .
(24) Cc1ccnc2c(O)cccc12
  ?, -3%, ., ., -26%
(25) Cc1cnnc2ccccc12
  -11%, -3%, ., ., -17%
(26) Cc1cc(C)c2c(n1)NCCC2
  -13%, -2%, ., ., 7%
(27) Cc1csc[n+]1CCC1CCCCC1
  42%[activator], -5%, ., ., -14%
(28) COc1ccc(CN2CC[C@H]3C=CC[C@@H](C(=O)N4CCN(c5ccccc5)CC4)[C@H]3C2=O)cc1OC
  11%, -3%, ., ., 14%

Remaining list, next part:
nr	smiles	POLI inh	GRP78 ERSR act	APE1 inh
46	Fc1ccc(/C=C/c2ccc3ccccc3n2)cc1	-4%	-3%	.
47	Cc1ccnc2ccc3ccccc3c12	?	-5%	.
48	C(=C\c1c[nH]c2ccccc12)/c1cc[n+](C2CCCCC2)cc1	15%	-4%	.
49	Cc1cc(C)c2c(C)ccnc2c1	-2%	5%	.
50	CN(C)c1ccc(/C=C/N2C=CCc3c2ccc2ccccc32)cc1	?	-11%	.
51	O=C(NC1CCCCC1)[C@@H]1CC=C[C@@H]2CCN(Cc3ccc(Cl)c(Cl)c3)C(=O)[C@@H]21	-8%	-3%	.
52	CCCCCCC[n+]1ccc(/C=C/c2c[nH]c3ccccc23)cc1	53%[activator]	-10%	.
53	CCCCCCC[n+]1ccc(/C=C/c2c(C)[nH]c3ccccc23)cc1	12%	-12%	.
54	Cc1[nH]c2ccccc2c1/C=C/c1nccc2ccccc12	?	5%	.
55	C[C@@H]1[C@H](c2ccccc2)OCCS(=O)(=O)N1Cc1cccc(Cl)c1	16%	-3%	.
56	O=C(NCc1cccnc1)[C@@H]1CC=C[C@@H]2CCN(C3CCCCC3)C(=O)[C@@H]21	-5%	-2%	.
57	O=S1(=O)CCO[C@H]2CCCC[C@@H]2N1Cc1ccc(Cl)cc1	24%	1%	.
58	CN(C)c1ccc(/C=C/c2ccnc3ccccc23)cc1Cl	15%	-4%	.
59	C#CCN(C1CCCC1)S(=O)(=O)C=C	10%	0%	.
60	Cc1cc(=O)[nH]c2ccc(O)cc12	79µM*	-1%	.

nr	LDHA block	Pol kappa inh
46	.	?
47	.	-29%
48	.	-24%
49	.	5%
50	.	50µM*
51	.	-9%
52	.	-38%
53	.	-27%
54	.	6%
55	.	7%
56	.	7%
57	.	-16%
58	.	-21%
59	.	0%
60	.	?

The list continues:
nr	smiles	POLI inh	GRP78 ERSR act	APE1 inh
61	COc1ccc(CN2CC[C@H]3C=CC[C@@H](C(=O)Nc4ccccc4)[C@H]3C2=O)cc1OC	?	-4%&-2%	.
62	Cc1sc2ccccc2[n+]1Cc1ccccc1	14%	1%	.
63	CC(C)(C)CC(C)(C)N=C1Nc2ccccc2N[C@]12C[C@H]1CCCC(=O)N3CC[C@@H](C2)[C@@H]13	4%	-3%	.
64	COc1ccccc1/C=c1/[nH]c(=O)/c(=C\c2ccccc2OC)[nH]c1=O	12%	-3%	.
65	CCOC(=O)N(C(=O)c1ccccc1)c1ccccc1	16%	0%	.
66	O=C(C[n+]1ccnc2ccccc21)c1ccc(Cl)cc1	28%	-2%	.
67	COC(=O)[C@H](CC(C)C)NS(=O)(=O)NC(=O)OC(C)(C)C	16%	5%	.
68	Cc1cc(C=O)cc(C)c1[N+](=O)[O-]	1%	-1%	.
69	O=C(C[n+]1csc2ccccc21)c1ccccc1	7%	-1%	.
70	CN(C)c1ccc(/C=C/c2ccnc3c2ccc2c(/C=C/c4ccc(N(C)C)cc4)ccnc23)cc1	-15%	-5%	.
71	CC(C)(C)c1ccc(C(=O)C[n+]2ccc(Cl)c3ccc(Cl)cc32)cc1	7%	-5%	.
72	O=C(C[n+]1cccc2cccc(O)c21)c1ccc(Br)cc1	24%	0%	.
73	Cc1[nH]c2ccccc2c1/C=C/c1cnc2ccccc2n1	45%[activator]	5%	.
74	CC/C(=C\c1ccc(C(=O)OC)cc1)c1cc(OC)cc2oc3ccccc3c12	26%	-1%	.

nr	LDHA block	Pol kappa inh
61	.	-23%&-7%
62	.	10%
63	.	-24%
64	.	7%
65	.	9%
66	.	-8%
67	.	8%
68	.	16%
69	.	-13%
70	.	5%
71	.	-3%
72	.	6%
73	.	-5%
74	.	8%

Compound activity (PubChem)
